# Screens deposited in PubChem BioAssay by several laboratories.
# BB579 growth dn: growth inhibitors of yeast BB579 in restrictive medium, primary screen, yeast lifespan-shortening project, S. cerevisiae; OD615, 48 h; inhibition, % at 10 µM; 140,000 compounds, 0.51% hits; AID 804, 2007;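 active means inhibition above a set limit, 3 SD over the mean compound inhibition, cut at about 44% in these data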; further: inactives centre near -24
#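 Test system: S. cerevisiae DeaD strain BB579 yeast; Medium: restrictive CSMM-D medium; Compound: one dose, 10 µM compound with 0.25% DMSO; Incubation: 4 h cell preincubation, 48 h compound exposure, 30 °C humidified; Signal: OD at 615 nm; Benchmarks: amphotericin B at 10 µg/mL as positive control.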
# MRP1 act: H69AR viability gain despite doxorubicin, primary screen, MRP-1 activator project, H69AR cells, CellTiter-Glo. 140,000 compounds, 0.61% hits. viability rescue. AID 799, 2007. viability increase, % at 10 µM;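 active means viability gain under doxorubicin at or above a set limit, the compound median plus 3 SD, cut at about 4.7% in these data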;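 further: MRP-1 overexpressing cells given doxorubicin 25 µM after compound pretreatment; 18-22 h compound pretreatment then 72 h with doxorubicin before readout; 0% = doxorubicin-only wells and 100% = vehicle-treated cells without doxorubicin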
# PTEN del growth: growth suppression of PTEN-null HCT116, primary screen, cell-based, CellTiter-Glo; AID 827, 2007; 140,000 compounds, 1.2% hits; HCT116 PTEN-null viability, 60 h; active compounds read low; viability, % at 10 µM;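 active means viability at or below a set limit, 4 SD under the median of all tested compounds, cut at about 3.7% in these data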;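 further: PTEN knockout HCT116 line with beta catenin targeted HCT116 as companion control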
# E-sel TNF inh: E-selectin induction blockers in HUVEC – imaging, immunofluorescence, high content, primary screen. AID 1246, 2008. 120,000 compounds, 0.71% hits. HUVEC TNFa-induced E-selectin immunofluorescence. inhibition, % at 2 µM;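 active means inhibition above the batch mean plus 3 SD, and confirmed as a hit on visual image review, cut at about 43% in these data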;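 further: 0% = TNF-stimulated DMSO wells and 100% = unstimulated control wells; not every result past the cut was called active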
# GALR2 antag: GALR2 antagonists in receptor-expressing cells, primary screen; Galanin receptor type 2 (Homo sapiens), O43603; antagonist mode; inhibition, % at 4 µM; 140,000 compounds, 0.39% hits; AID 828, 2007; in the data active means inhibition above about 27%;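 further: cells stimulated with galanin 1-16 at roughly its EC80; 0% = agonist challenge control and 100% = basal control without agonist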
# Target sequence (O43603 whole entry, looked up): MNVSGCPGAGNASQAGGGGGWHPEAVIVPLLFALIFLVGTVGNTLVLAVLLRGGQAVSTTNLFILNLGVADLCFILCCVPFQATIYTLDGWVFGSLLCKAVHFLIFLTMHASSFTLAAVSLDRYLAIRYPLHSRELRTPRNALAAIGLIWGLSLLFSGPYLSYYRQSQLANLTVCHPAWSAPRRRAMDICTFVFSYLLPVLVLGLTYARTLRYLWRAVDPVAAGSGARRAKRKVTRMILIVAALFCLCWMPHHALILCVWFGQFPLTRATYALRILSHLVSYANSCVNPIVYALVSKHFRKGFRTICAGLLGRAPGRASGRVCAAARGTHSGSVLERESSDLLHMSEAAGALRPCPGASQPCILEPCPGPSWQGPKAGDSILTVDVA
# bCat KO growth: primary screen for growth suppressors in beta-catenin knockout HCT116 cells (colon tumor, human); HCT116 beta-catenin knockout viability, CellTiter-Glo, 60 h; active compounds read low; viability, % at 10 µM; 140,000 compounds, 1.5% hits;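 active means viability at or under a set limit, the compound median less 4 SD, cut at about 6% in these data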;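 further: 0% = Hyamine 1622 control at 20 µM and 100% = untreated cell control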
# Phagocytosis inh: inhibitors of macrophage phagocytosis, primary screen, imaging, J774A.1 cells, IgG beads; AID 1029, 2008; 110,000 compounds, 0.07% hits; inhibition, % at 5 µM; J774A.1 macrophage IgG-bead phagocytosis;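 active means inhibition above the mean of the plate negative controls plus 5 SD, cut at about 13% in these data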;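 further: phagocytic index as fraction of beads internalized from green versus red external bead signal; plate controls were DMSO negative control for no effect and cytochalasin-D positive control for full effect; some results beyond the cut were filed as inactive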
# Yeast life ext: compounds extending yeast replicative lifespan, primary screen, S. cerevisiae, OD615; S. cerevisiae growth with nicotinamide; deaD strain in restrictive glucose medium; inhibition of the nicotinamide effect, % at 10 µM; 130,000 compounds, 0.68% hits;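 active means inhibition above a set limit, placed 3 SD over the median of all compounds, cut at about 26% in these data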;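 further: 0% = nicotinamide-treated wells and 100% = cells grown without nicotinamide; some compounds called inactive have numbers as strong as hits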
#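 Assay system: DeaD-strain S. cerevisiae. Medium: CSMM-D glucose medium, restrictive. Reagent: nicotinamide, 1.5 mM, co-present with compound. Compound: 10 µM single point, 0.25% DMSO. Schedule: culture preincubation 4 h, compound exposure 48 h, both 30 °C. Detection: absorbance at 615 nm.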
# Measles CPE: compounds protecting cells from measles virus cytopathic effect, primary screen, measles RdRp inhibitor project, single point, MLSMR library, absorbance; protection (pct of control), % at 4 µM; Measles virus-infected cells, CPE protection; 140,000 compounds, 1.5% hits; in the data active means protection mostly above about 24%, no sharp cut-off; inactive means mostly below about 26%; further: some compounds called inactive have numbers as strong as hits
# NPY-Y2 antag: NPY-Y2 receptor antagonists, primary screen, cell-based; Neuropeptide Y receptor type 2 (Homo sapiens), P49146; NPY-Y2 expressing cells, antagonist mode; inhibition, % at 2.7 µM; 140,000 compounds, 0.99% hits; in the data active means inhibition above about 17%;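 further: 0% = vehicle with agonist challenge and 100% = reference antagonist with challenge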
# Target sequence (P49146 whole entry, looked up): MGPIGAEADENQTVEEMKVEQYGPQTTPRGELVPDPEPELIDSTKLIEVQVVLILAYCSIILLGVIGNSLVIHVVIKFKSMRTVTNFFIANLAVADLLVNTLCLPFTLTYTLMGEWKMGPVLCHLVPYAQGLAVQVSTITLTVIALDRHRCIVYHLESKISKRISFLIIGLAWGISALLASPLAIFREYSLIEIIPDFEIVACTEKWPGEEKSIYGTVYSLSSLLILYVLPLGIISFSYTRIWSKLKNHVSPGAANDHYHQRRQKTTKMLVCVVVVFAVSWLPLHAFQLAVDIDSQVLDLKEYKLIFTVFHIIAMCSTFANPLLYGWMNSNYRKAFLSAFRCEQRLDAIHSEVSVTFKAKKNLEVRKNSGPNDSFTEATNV
# * marks the source's active call; other numbers are inactive results; / = no result given; & = joins results of further samples. Not a hit list; 6.1% or so of the library scored in one or more.
SMILES,BB579 growth dn,MRP1 act,PTEN del growth,E-sel TNF inh,GALR2 antag,bCat KO growth,Phagocytosis inh,Yeast life ext,Measles CPE,NPY-Y2 antag
COc1cc(/C=C(\C#N)c2nnc(N3CCOCC3)n2-c2ccccc2)ccc1O,-3,-5.3,80,7,-5,74,-7,-4,21,1
CCOC(=O)c1c(C)[nH]c(C(=O)COC(=O)/C=C/c2ccc(O)c(OC)c2)c1C,-18,-3.8,20,/,5,15,-3,1,25,3
CCC(CCC(=O)Nc1ccc(S(N)(=O)=O)cc1)C(=O)O (centres undefined),-31,-0.9,96,5,8,97,-1,-6,17,0
Nc1n[nH]c(-c2ccc(F)cc2)n1,-75,-0.5,85,3,-6,95,0,-1,18,-2
O=C(c1ccco1)N1CCN(C(=O)C2CC(c3ccc(F)cc3)=NO2)CC1 (centres undefined),-18,-0.9,104,26,0,101,0,-3,6,-1
Cc1cccc(C(=O)Nc2nnc(-c3ccco3)o2)c1,-33,-2.6,62,43,0,60,-13,-3,8,1
CC(C)Oc1ccc(CC2CC(=O)NC2=O)cc1 (centres undefined),3,-0.8,96,7,2,101,1,-13,13,2
CCCCCSc1nc2c(c(=O)[nH]c(=O)n2C)n1C,13,-0.9,85,9,5,92,0,58*,19,3
CC(C)NC(=O)COc1ncnc2sccc12,7,-0.6,113,-16,2,100,/,-16,16,0
COc1ccc(Cl)cc1C(=O)CSc1nnnn1C1CCCC1,-39,0.2,93,/,-13,94,-1,-15,12,5
O=C(N/N=C/c1ccc([N+](=O)[O-])s1)c1ccncc1,-15,-6.2,2.5*,/,1,2.5*,-1,-2,20,-1
O=S(=O)(Nc1ncnc2sc3c(c12)CCC3)c1ccc2ccccc2c1,-56,-0.1,95,8,-2,102,2,-2,3,4
COc1ccc(-c2cc(C(=O)N3CCCCC3)no2)cc1OC,-13,2.5,111,-15,10,112,2,-11,5,4
COC(=O)[C@H](CCSC)NC(=O)N1CCC(C)CC1,-24,2.0,104&95,-3,2,93,0,-6,5,-1
N#Cc1c(NC(=O)c2ccccc2)sc2c1CCCCC2,-27,-2.2,82,1,-6,99,/,/,10,0

# 3 compounds drawn at random from the list so far, as already listed:
SMILES,BB579 growth dn,MRP1 act,PTEN del growth,E-sel TNF inh,GALR2 antag,bCat KO growth,Phagocytosis inh,Yeast life ext,Measles CPE,NPY-Y2 antag
CCCCCSc1nc2c(c(=O)[nH]c(=O)n2C)n1C,13,-0.9,85,9,5,92,0,58*,19,3
COc1ccc(Cl)cc1C(=O)CSc1nnnn1C1CCCC1,-39,0.2,93,/,-13,94,-1,-15,12,5
CC(C)NC(=O)COc1ncnc2sccc12,7,-0.6,113,-16,2,100,/,-16,16,0

# Following part
SMILES,BB579 growth dn,MRP1 act,PTEN del growth,E-sel TNF inh,GALR2 antag,bCat KO growth,Phagocytosis inh,Yeast life ext,Measles CPE,NPY-Y2 antag
CCOc1ccc(NC(=O)CSc2nc3cccnc3n2CC)cc1,-50,-1.8,91,21,-8,90,0,-7,2,2
CC/C(C)=N\N=C\c1c(O)n(CC)c2cc(C3=NNC(=O)CC3)ccc12,-12,-3.3,91,10,3,96,/,/,25,9
CCN(CC)S(=O)(=O)c1ccc(N=N/C(C(C)=O)=C(/C)O)cc1,-20,-0.5,87,-15,-5,92,-1,-7,3,-2
COCCn1c(-c2ccc(OC)cc2)cnc1SCC(=O)Nc1ccc(OC)cc1OC,-20,-1.6,97,/,3,78,-12,2,9,3
CC(=O)N(Cc1c(C)nn(-c2ccccc2)c1Cl)c1ccc(Cl)cc1,-4,-2.4,58,-12,4,58,/,16,0,17
COCCNc1c2c(nc3c(-c4ccccc4)c(C)nn13)CCCC2,-33,-3.8,82,8,2,84,/,-24,21,-4
CCOC(=O)C1CCN(c2c(-c3ccccc3)c3cc(Cl)ccc3[nH]c2=O)CC1,-21,-0.9,89,/,-2,91,-7,-4,4,2
Brc1ccc2c(c1)OCCOCCOCCOCCOCCO2,-53,-2.3,80,36,1,79,-8,14,5,2
CCc1nc(NCCN2CCOCC2)c(C#N)c2c1CCCC2,-25,-3.5,100,-8,-14,95,-2,-7,6,13
O=C(Cn1[nH]c(=O)c2ccccc2c1=O)NCc1cccnc1,-28,2.2,102,/,-3,102,1,-6,3,2
CC1=C(C(=O)OC2CCCCCCC2)C(c2cccc(O)c2)NC(=O)N1 (centres undefined),-43,2.4,80,/,-2,83,-1,-13,2,-3
CC(C)N=C(Nc1ccc(Cl)cc1)c1cccnc1,27,-0.4,90,-4,-2,94,/,-5,4,0
COC(=O)c1cc2nc(-c3ccc(OC)c(OC)c3)cc(C(F)(F)F)n2n1,-6,-2.6,92,/,-18,92,1,-3,5,-1
O=C(Nc1ccccc1F)C(=Cc1sc(N2CCOCC2)nc1-c1ccccc1)C(=O)Nc1ccccc1F,-52,-5.8,16,-2,-1,28,-2,-2,20,0
O=C(COc1ccccc1)N1CCN(S(=O)(=O)c2ccc(Cl)cc2)CC1,-44,-1.3,84,/,-14,90,-2,-2,6,4
COc1ccc2[nH]c(=O)c(CN(CCO)S(=O)(=O)c3c(C)ccc4nsnc34)cc2c1,-18,-2.6,90,10,0,93,0,-15,6,2
N#Cc1nc(COc2ccccc2F)oc1NCc1ccc(F)cc1,-4,-2.7,98,-7,-7,83,0,-5,12,1
COc1ccc(N2CCN(C(=O)c3ccc4c(=O)n(CC5CCCO5)c(=O)[nH]c4c3)CC2)cc1 (centres undefined),-13,-2.1,88,0,-7,82,1,-5,24,-2
COc1ccc(Cl)cc1-n1c(C)cc(C=O)c1C,-58,-0.9,96,8,-9,90,/,-1,26,2
Cn1nnnc1SCC(=O)NCC(=O)c1ccccc1,-17,-3.4,103,/,1,89,0,-2,26,4
C=CCOc1cccc(C2c3c(oc4ccccc4c3=O)C(=O)N2c2ccccn2)c1 (centres undefined),-22,-0.6,77,-16,-1,73,0,-9,11,-2
CCCC(O)(c1ccc(OC)cc1)C(CN(C)C)c1ccccc1 (centres undefined),-10,-3.1,95,/,4,94,/,-6,5,4
O=C(/C=C/c1ccccc1Cl)N1CCCN(C(=O)/C=C/c2ccccc2Cl)CC1,-9,4.5,93,/,-1,94,-2,-4,14,4
CC(C(=O)NCc1ccccc1)N1C(=O)C2CC=C(Cl)CC2C1=O (centres undefined),-59,-1.1,91,9,9,102,0,-3,7,1
CN(C)CCN1C(=O)C(O)=C(C(=O)c2ccco2)C1c1ccccc1F (centres undefined),-38,-1.0,102,-8,-6,103,1,-11,6,0
COc1ccc(C2CC(c3cccc(C)c3)n3nc(N)nc3N2)cc1 (centres undefined),1,-2.6,96,-42,1,98,0,-7,13,0
COc1ccc(NC(=O)CS(=O)CC(=O)NCc2cccc(C(F)(F)F)c2)cc1 (centres undefined),-54,2.0,84,-16,1,79,2,-2,5,2
CC1CN(c2oc(-c3ccco3)nc2S(=O)(=O)c2ccccc2)CC(C)O1 (centres undefined),-38,-1.1,93,6,1,89,1,-1,17,1
COc1ccccc1/C=C/C(=O)c1ccc(Cl)cc1,-39,-5.2,15,-15,6,25,/,-6,10,5
COc1ccccc1CNC(=O)COC(=O)c1ccc(S(=O)(=O)N2CCCC2)cc1,-62,-0.5,94,7,-4,98,2,-4,22,0
Cc1nn(-c2ccccc2)c(C)c1C(=O)OCC(=O)NC(=O)NC1CCCC1,-2,-2.8,103,9,-4,85,0,-27,11,3
Cc1nc(-c2cccc(NS(=O)(=O)c3cccc4ccccc34)c2)cs1,-8,-2.1,100,15,4,102,-2,0,27,14
Cc1ccccc1C(=O)Nc1ccccc1-c1nnn(CC(=O)Nc2ccc3c(c2)OCCO3)n1,-17,-4.0,91,2,-13,91,/,-12,3,-2
CC(=O)c1ccc(N2CCN(C(=O)CCCc3nc4ccccc4s3)CC2)cc1,-34,-1.8,82,13,9,67,/,2,5,6
Cc1cc(NS(=O)(=O)c2ccc(NC(=O)CCc3ccccc3)cc2)no1,2,1.7,109,-9,-15,97,0,-13,24,1
COc1ccc(N2C(=O)NC3CC2(C)Oc2ccc(Cl)cc23)cc1OC (centres undefined),-3,-2.7,72,-5,-2,77,-1,-8,19,-1
CCOc1ccc(NC(=O)CCC(=O)OC)cc1,-34,-0.8,101,/,9,99,-1,-8,6,1
CCn1c(Cc2ccccc2)nnc1SCC(=O)Nc1cc(C)on1,19,-0.6,101,-5,-9,102,1,2,3,2
COCCN1Cc2cccc(C(=O)NC3CCCCCC3)c2C1=O,-22,-1.6,100,-29,5,98,-4,5,8,1
Cc1sc(NC(=O)c2ccco2)c(C(Nc2ccccn2)c2ccccc2)c1C (centres undefined),-24,1.5,42,2,1,52,-1,-4,28,1
Cn1cnnc1Sc1ccc(C(=O)OCC(=O)Nc2cc(Cl)cc(Cl)c2)cc1[N+](=O)[O-],-31,-0.9,96,/,-2,97,-9,-6,8,0
Cc1onc(-c2ccccc2Cl)c1C(=O)N1CCc2ccccc21,-57,-3.4,78,2,17,82,-5,5,12,3
Cn1nnnc1SCCNCC#Cc1ccccc1,-14,-0.1,94,11,-5,80,0,114*,4,10
COc1ccccc1CNC(=O)c1ccc(OC(F)F)c(OC)c1,-9,-0.5,92,-10,-1,86,5,-4,4,3
COc1cc(-c2nnc(SCC(=O)c3ccccc3)o2)cc(OC)c1OC,2,-3.4,91,-1,4,91,-1,-7,4,8
CC(c1ccccc1C(O)c1ccccc1)N(C)C (centres undefined),-53,-1.1,100,0,-1,92,-4,-5,21,1
COCCCN1C(=O)C(=O)/C(=C(/O)c2ccc3c(c2)OCCO3)C1c1ccc(C(=O)OC)cc1 (centres undefined),-37,-1.4,102,/,-9,99,-1,0,4,-2
CC1CN(CCOc2ccc([N+](=O)[O-])cc2)CC(C)O1 (centres undefined),-26,-2.0,98,-30,1,96,-5,5,6,1
COc1cc(CNC(C)(C)CO)cc(Br)c1OCc1ccc(Cl)cc1,7,-4.0,54,/,10,60,2,-5,3,14
CCCNc1nc2c(c(=O)[nH]c(=O)n2C)n1CCCc1ccccc1,-37,-2.1,88,-22,-4,94,1,-3,10,0
CN1CC=C2C(C#N)=C(N)C(C#N)(C#N)C(c3cccc(Cl)c3Cl)C2C1 (centres undefined),-24,-5.1,89,-20,5,84,3,-10,13,1
O=C(NC1CCCc2ccccc21)C1CCCO1 (centres undefined),-30,-2.5,88,-10,7,88,-3,3,5,1
O=C(COC(=O)CCS(=O)(=O)c1ccc(Cl)cc1)NCCc1ccccc1,-28,-0.2,96,8,-1,82,26,3,17,3
